D1 ag: Allosteric Agonists of the Human D1 Dopamine Receptor: qHTS; HEK293 T-REx D1 cells, calcium flux, agonist mode; activation, % at 2 µM; actives 1% (n = 360,000); AID 504660, 2011; also: 0% is about no effect
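Tetracycline-induced HEK293 TREx D1 cells, force-coupled to calcium signalling, were dye-loaded with a no-wash calcium kit. Compound was pin-added after a 10 s baseline. Fluorescence was read kinetically at 1 cycle/s for 180 s, with calcium rises flagged as agonism.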
D1 potentiator: Potentiators of Human D1 Dopamine Receptor: qHTS; actives 0.036% (n = 360,000); D(1A) dopamine receptor (Homo sapiens), P21728; HEK293 TREx D1 cells, calcium flux, dopamine EC20 potentiation; AID 504651, 2011; potentiation, % at 10 µM; in the data active = potentiation above about 30%; also: 0% is about no effect
D2 ag: HTS Assay for Allosteric Agonists of the Human D2 Dopamine Receptor: Primary Screen for Agonists | actives 0.53% (n = 340,000) | activation, % at 2 µM | D(2) dopamine receptor (Homo sapiens), P14416 | HEK293 T-REx D2 cells, calcium flux agonist mode | AID 485358, 2010;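 active = activation over 3 SD above normal in the single-dose calcium agonist read, cut at about 30% in these data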; also: 0% is about no effect
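HEK293 Trex D2 cells, tetracycline-induced, o/n 30 C 5% CO2; no-wash Ca dye, RT 30–90 min; 10-cycle baseline, 23 nl cpd added, kinetic Ca read 180 s; agonist hits = positive Ca response.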
D1 antag: Antagonist of Human D 1 Dopamine Receptor: qHTS | D(1A) dopamine receptor (Homo sapiens), P21728 | HEK293 TREx D1 cells, calcium flux, dopamine EC80; stronger effect = lower value | activity change, negative = inhibition, % at 10 µM | actives 3.2% (n = 360,000); in the data active = activity change below about -30%; also: % is scaled to controls: 0 for no effect and ±100 for the full control effect
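Compound effects on dopamine-evoked calcium signalling were measured in tetracycline-induced HEK293 Trex D1 cells. Dopamine at EC80 followed a 180 s compound pre-read, and fluorescence was tracked kinetically for 180 s more.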
D2 PAM: HTS Assay for Positive Allosteric Modulators of the Human D2 Dopamine Receptor: Primary Screen for Potentiators. D(2) dopamine receptor (Homo sapiens), P14416. HEK293 T-REx D2, calcium flux, EC20 dopamine potentiation. potentiation, % at 10 µM. actives 0.34% (n = 340,000);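 active = potentiation over 3 SD above the plate norm, cut at about 30% in these data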; also: 0% is about no effect
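Cells plated with tetracycline inducer and held overnight at 30 C; calcium dye loaded 30–90 min at room temperature; baseline taken, compound added and read 180 s; EC20 dopamine then added and read 180 s.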
D2 antagonist: HTS Assay for Allosteric Antagonists of the Human D2 Dopamine Receptor: Primary Screen for Antagonists; D(2) dopamine receptor (Homo sapiens), P14416; HEK293 TREx D2 cells, calcium flux, dopamine EC80; inhibition, % at 10 µM; actives 2% (n = 340,000); AID 485344, 2010; in the data active = inhibition above about 30%; also: 0% is about no effect
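Tetracycline-induced HEK293 TREx cells expressing D2 receptor forced-coupled to calcium signalling, loaded with no-wash calcium dye. Compounds added and calcium flux read 180 s, then dopamine added at EC80 and read a further 180 s.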
TRHR enhancer: qHTS for Small Molecule Agonists and Allosteric Enhancers of Human TRH Receptor: Primary Screen for Enhancers. Thyrotropin-releasing hormone receptor (Homo sapiens), P34981. TRHR cells, fluo-8 calcium fluorescence, EC20 TRH enhancement. enhancement, % at 2 µM. actives 0.66% (n = 360,000). AID 493056, 2011; in the data active = enhancement above about 30%; also: 0% is about no effect
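TRHR-expressing cells loaded with fluo-8 calcium dye were read kinetically (ex 480/em 530) during compound addition, then stimulated with an EC20 of TRH (10 nM final). Enhancement of the Gq-mediated intracellular calcium response was scored.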
TRHR ag: qHTS for Small Molecule Agonists and Allosteric Enhancers of Human TRH Receptor: Primary Screen for Agonists; Thyrotropin-releasing hormone receptor (Homo sapiens), P34981; TRHR cells, calcium flux fluo-8, FDSS agonist mode; activation, % at 2 µM; actives 0.18% (n = 360,000); AID 493084, 2011; also: 0% is about no effect
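TRHR-expressing cells loaded with fluo-8 calcium dye; 23 nL library compound pin-transferred, kinetic FDSS fluorescence (Ex 480/Em 530) recorded about 180 s for agonist-induced calcium release, before a 10 nM TRH EC20 addition for potentiator mode.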
RXFP1 antag: qHTS Assay for Antagonists of the Relaxin Receptor RXFP1; Relaxin receptor 1 (Homo sapiens), Q9HBX9; HEK293-RXFP1, relaxin-stimulated cAMP HTRF, 30 min; stronger effect = lower value; activity change, negative = inhibition, % at 57.5 µM; actives 0.59% (n = 350,000); AID 1259400, 2018;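 active = activity change of -60% or lower, but not beyond a set lower limit; inconclusive = change between -60% and -40%, or beyond the set limit; inactive = change above -40%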; also: % is scaled to controls: 0 for no effect and ±100 for the full control effect
Target sequence (Q9HBX9 whole entry, looked up): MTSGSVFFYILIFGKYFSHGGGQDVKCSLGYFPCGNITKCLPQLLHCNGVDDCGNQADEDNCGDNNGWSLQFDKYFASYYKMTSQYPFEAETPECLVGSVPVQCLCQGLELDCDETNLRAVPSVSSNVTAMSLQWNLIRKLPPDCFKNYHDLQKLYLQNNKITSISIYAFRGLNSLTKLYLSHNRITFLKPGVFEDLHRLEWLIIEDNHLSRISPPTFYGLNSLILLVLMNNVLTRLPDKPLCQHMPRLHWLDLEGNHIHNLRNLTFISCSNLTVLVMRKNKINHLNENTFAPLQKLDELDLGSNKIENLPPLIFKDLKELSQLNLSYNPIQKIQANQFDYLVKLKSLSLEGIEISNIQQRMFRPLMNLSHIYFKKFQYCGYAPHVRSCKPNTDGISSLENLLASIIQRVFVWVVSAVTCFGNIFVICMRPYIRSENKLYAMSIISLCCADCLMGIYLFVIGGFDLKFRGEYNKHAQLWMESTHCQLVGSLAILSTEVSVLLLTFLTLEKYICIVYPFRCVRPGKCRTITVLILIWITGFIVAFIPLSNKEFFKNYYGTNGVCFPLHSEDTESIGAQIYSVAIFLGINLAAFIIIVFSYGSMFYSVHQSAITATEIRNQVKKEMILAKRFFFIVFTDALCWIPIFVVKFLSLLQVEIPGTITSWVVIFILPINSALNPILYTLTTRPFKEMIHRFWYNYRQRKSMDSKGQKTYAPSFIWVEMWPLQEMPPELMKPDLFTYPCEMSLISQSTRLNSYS
* marks the source's active call; other numbers are inactive results; u = inconclusive; x = no result given. Rule as the data show it, unless noted: active = activation above about 30%; inactive = the rest.

A first look, 2 compounds:
entry	mol	D1 ag	D1 potentiator	D2 ag	D1 antag	D2 PAM	D2 antagonist	TRHR enhancer	TRHR ag	RXFP1 antag
1	COc1cc2c(cc1NC(=O)C(C)OC(=O)c1ccc(S(=O)(=O)Nc3ccccc3Cl)cc1)oc1ccccc12 (centres undefined)	4	3	0.0	8	2	-4	1	2.0	-7
2	COc1cc(C(=O)N[C@H](C(=O)NC2CCCCCC2)C(C)C)cc(OC)c1OC	2	-3	0.6	-4	-10	1	-1	-1.2	-2

The listing, previewed entries included:
entry	mol	D1 ag	D1 potentiator	D2 ag	D1 antag	D2 PAM	D2 antagonist	TRHR enhancer	TRHR ag	RXFP1 antag
1	COc1cc2c(cc1NC(=O)C(C)OC(=O)c1ccc(S(=O)(=O)Nc3ccccc3Cl)cc1)oc1ccccc12 (centres undefined)	4	3	0.0	8	2	-4	1	2.0	-7
2	COc1cc(C(=O)N[C@H](C(=O)NC2CCCCCC2)C(C)C)cc(OC)c1OC	2	-3	0.6	-4	-10	1	-1	-1.2	-2
3	COCCNC(=O)C(c1ccccc1)N(C(=O)Cn1nnc2ccccc21)c1cccnc1 (centres undefined)	0	-1	-0.2	12	14	4	7	-0.3	-4
4	CCn1cc(CN2CCCC(C(=O)c3ccc(-c4ccccc4)c(F)c3)C2)cn1 (centres undefined)	13	-6	0.8	9	0	8	-2	0.5	-35
5	Cc1onc(-c2ccccc2)c1C(=O)Nc1ccc(Cl)c(S(=O)(=O)N2CCOCC2)c1	2	9	0.3	7	0	7	2	-0.4	2
6	COc1ccc(N(/N=C2\Sc3ccccc3C2=O)C(C)=O)cc1	3	5	-11	24	6	13	0	-0.2	8
7	CCN(CC)c1cc(Cl)nc(N)n1	3	-2	x	-10	x	x	-4	-0.3	4
8	CN1CCN(CCC(=O)Nc2ccc(Br)cc2)CC1	3	-6	0.2	1	-3	-2	-5	0.5	-4
9	Nc1cc(=O)[nH]c(=O)n1-c1ccc(Cl)cc1	0	1	0.6	-8	-7	3	0	-0.3	6
10	CCOc1ccccc1-c1nc(C(N)=O)c2[nH]c(=O)n(-c3ccccc3)c2n1	3	-7	-1.9	-14	-1	3	-1	-0.8	0
11	Cc1ccccc1CSc1cn(CC(=O)N2CCCC2)c2ccccc12	12	-7	1.0	-6	5	x	-7	1.3	u
12	CC1CN(C(=O)c2c(Br)cnn2C)CC(C)O1 (centres undefined)	8	-4	-0.8	4	0	1	2	0.9	3
13	CC(NC(=O)C1CCC1)c1ccc2c(c1)OCO2 (centres undefined)	2	1	0.3	-9	1	-6	3	-0.1	6
14	Cc1c(Cl)cnc(NC(=O)CSc2n[nH]c(N)n2)c1Cl	1	-5	x	8	-11	x	-2	-0.2	3
15	CCc1ccc(C(=O)c2cn(CC(=O)Nc3ccc(OC)c(OC)c3)c3ccc(C)cc3c2=O)cc1	5	0	x	-2	-24	x	1	1.2	x
16	COC(=O)c1sccc1NC(=S)NCc1ccc(Cl)cc1	0	-2	0.6	-12	6	-6	0	0.3	-13
17	CCOC(=O)N1CCc2c(sc(NCc3cccc(F)c3)c2C(=O)Nc2ccccc2OCC)C1	-1	-4	-0.1	-18	0	x	-2	-0.5	-69*
18	CN(Cc1ccco1)C(=O)CN1C(=O)NC2(CCCCC2)C1=O	0	-8	0.0	-1	15	-28	6	0.1	8
19	CCOC(=O)c1ccc(NC(=O)N(CC)CC)cc1	1	-2	0.9	-30	2	-17	5	0.6	-5
20	O=C(CCCNC(=O)c1ccc(Cl)cc1)Nc1cccc(F)c1	5	-8	x	-4	x	x	-9	-0.5	-4
21	Cc1ccc(NC(=O)CNC(=O)OCc2ccccc2)cc1C	1	-9	-0.6	-8	-7	27	-6	-0.5	-3
22	Cc1onc(C(=O)NN)c1C(=O)Nc1ncc(C(F)(F)F)cc1Cl	2	-3	-0.8	1	-3	-8	3	0.7	-21
23	COC(=O)C1=C(C)N(c2cccc(Cl)c2)C(=O)C1	0	2	0.6	1	0	-4	3	0.3	0
24	Cc1nc([N+](=O)[O-])nn1C12CC3CC(CC(Cl)(C3)C1)C2	1	1	0.1	-11	0	-9	14	-0.3	1
25	O=S(=O)(Cc1cnc(Cl)s1)c1ccccc1	2	-8	-0.7	-18	-1	15	-4	-1.4	-11
26	CC(OC(=O)CCN=C1NS(=O)(=O)c2ccccc21)C(=O)Nc1ccc(F)cc1Cl (centres undefined)	-1	-3	-1.0	13	4	-7	-5	-0.7	9
27	O=C(NCCN1CCOCC1)Nc1cccc(Cl)c1	6	-2	x	-4	-6	x	3	0.4	-3
28	COc1ccc(COC(=O)C2=C(C)NC(=O)NC2c2ccccc2F)cc1 (centres undefined)	1	-2	-0.7	0	1	15	-8	-0.6	-6
29	O=C(NCc1cccc(C(F)(F)F)c1)C1CC(c2ccc(C(F)(F)F)cc2)=NO1 (centres undefined)	14	-4	1.1	-17	12	-14	0	1.4	x
30	CCOC(=O)c1nn(-c2ccccc2)c(C(=O)OCC)c1N	-1	-4	-0.4	-7	19	14	-1	-0.2	-17
31	CC(Oc1ccc(Cl)cc1Cl)c1nc(-c2ccccn2)no1 (centres undefined)	2	10	x	3	x	x	0	0.1	7
32	O=C(CSc1nc2ccccc2c(=O)n1Cc1ccc(Cl)cc1)NCc1cccs1	0	9	-1.5	0	-10	6	1	1.2	12
33	COc1ccc2c(c1)Cc1sc(NC(=O)c3ccccc3)nc1-2	2	1	0.6	-9	7	-4	14	-0.6	-7
34	COc1ccc(NC(=O)CSc2nccn2C)cc1S(N)(=O)=O	4	-11	3.0	-3	-3	-11	1	0.6	-3
35	COc1ccc(OCc2cc(C(=O)N3CCOCC3)no2)c(Cl)c1	5	0	-0.3	-9	3	-4	-2	-0.4	9
36	COc1ccc2c(c1)c(=O)oc1c(C)c(OCc3ccc(C(=O)O)cc3)ccc12	4	0	0.1	-5	18	-7	1	0.3	0
37	CCOC(=O)c1c(NC(=O)COC(=O)c2ccccc2NC)sc(C(=O)N(C)C)c1C	1	1	-0.2	3	0	-5	-12	-0.6	-2
38	Cc1ccc(S(=O)(=O)C(C)C(=O)c2ccc3c(c2)OCCO3)cc1 (centres undefined)	0	-2	0.1	-9	14	15	11	-0.1	2
39	CCOc1ccc(C(=O)NC(=S)Nc2cccnc2)cc1[N+](=O)[O-]	6	-4	x	-20	-4	x	-6	-1.8	-17
40	CC(O)CCC(=O)NNC(=S)Nc1ccccc1 (centres undefined)	0	4	0.8	-1	11	-22	0	1.0	3
41	COc1ccc2c(c1)CC[C@@H]1[C@@H]2CC[C@]2(C)[C@@H](C(C)=O)C[C@@H]12	4	-5	0.8	9	11	-5	5	0.1	x
42	O=C(NC1CC2CCCC(C1)N2S(=O)(=O)c1ccccc1)c1ccccc1 (centres undefined)	5	0	0.5	3	18	-3	-9	0.2	-11
43	O=C(Cn1cnc2scc(-c3ccc(F)cc3)c2c1=O)N1CCOCC1	3	-3	0.0	-19	-5	0	3	-0.3	3
44	CC(=O)Nc1nc2ccc(S(=O)(=O)N3CCCC3)cc2s1	2	-4	0.4	30	4	11	0	0.1	7
45	Nc1c(C(=O)CSc2nc(-c3ccccc3)cs2)c(=O)[nH]c(=O)n1C1CC1	5	x	1.2	11	4	-3	12	0.3	6
46	CCc1cc(C(=O)NNC(=S)NC2CCCCC2)cs1	3	3	-1.4	-5	1	4	-10	-1.0	-12
47	CCOc1ccc(S(=O)(=O)Nc2ccc(Cl)cn2)c(C)c1C	1	-1	-0.8	-2	4	1	-1	-0.6	-21
48	Cc1ccc(C(c2sc3ncnn3c2O)N2CC(C)CC(C)C2)cc1 (centres undefined)	1	-2	0.3	-8	1	4	12	-0.8	-2
49	CC(C)C(C)NC(=O)COc1ccc(Sc2ccc(OCC(=O)NC(C)C(C)C)cc2)cc1 (centres undefined)	0	-3	0.7	13	8	3	2	-0.3	x
50	CCC(=O)c1ccc(N2CCN(C(=O)c3ccccc3F)CC2)c(F)c1	38*	-7	0.0	10	6	15	7	0.0	-24

The list continues:
entry	mol	D1 ag	D1 potentiator	D2 ag	D1 antag	D2 PAM	D2 antagonist	TRHR enhancer	TRHR ag	RXFP1 antag
51	Cc1nn(-c2ccccc2)c(N)c1Sc1ccccc1[N+](=O)[O-]	4	-9	0.5	-2	-9	8	-1	0.7	26
52	CCN(CC)S(=O)(=O)c1ccc(Cl)c(NC(=O)COc2ccc(OC)cc2)c1	8	1	0.6	-31*	4	4	3	0.6	0
53	Cc1ccc(S(=O)(=O)N(C)C)cc1NC(=S)NC1CCCC(C)C1C (centres undefined)	14	-8	x	-14	x	x	5	-0.8	1
54	Cc1ccc(O)c(NC(=O)CCC2CCCCC2)c1	5	-6	-0.3	-17	10	10	7	-0.5	-7
55	NC(=S)N/N=C/c1cn(CCC(=O)O)nc1-c1cccc(Br)c1	3	5	-0.7	-5	-1	1	1	0.0	11
56	CCOC(=O)N1CCC(N2Cc3cccc(C(=O)N4CCN(C5CCCCC5)CC4)c3C2=O)CC1	2	x	0.1	18	1	-10	-3	0.2	0
57	Cc1ccccc1CNC(=O)CCCn1nc(C)c2sc3ccccc3c2c1=O	5	-3	0.3	0	-3	x	-2	0.9	-19
58	O=C(Nc1ncc(Cc2cccc(C(F)(F)F)c2)s1)c1ccc(-c2cccc([N+](=O)[O-])c2)o1	2	-3	-0.6	2	2	-1	-3	0.3	-12
59	Cc1ccc(SCC(=O)O/N=C(\N)c2ccncc2)cc1	5	-5	0.8	-10	-1	-5	-4	-1.6	-8
60	O=C(COc1ccccc1O)NCCN1CCOCC1	2	3	-3.2	25	x	-11	8	-0.6	8
61	CCC/C(O)=C1\C(=O)CC(C)(C)CC1=NCc1ccccc1	0	-5	-1.9	10	5	-7	14	-0.8	-11
62	COc1ccccc1CNC(=O)c1cc(-c2ccccc2)nn1Cc1cc(C)no1	12	-8	x	-4	x	x	1	0.2	x
63	CCOc1ccc(S(=O)(=O)N2CCN(C(=S)NCc3ccccc3)CC2)cc1	8	-3	0.0	-13	-7	20	-6	0.9	4
64	CCOc1ccc(-c2nnc(Nc3ccc(S(N)(=O)=O)cc3)c3ccccc23)cc1	1	-1	0.7	-28	10	x	-12	0.3	-5
65	O=C(NC1CCCCC1)c1ccc2c(c1)N(Cc1ccccc1Cl)C(=O)c1ccccc1S2	8	-6	-0.6	-2	4	x	1	-1.4	-24
